IDE cell inh = inhibits human insulin-degrading enzyme in HEK cells | P14735 | inhibition, % at 5.59 µM | 320,000 compounds, 0.41% hits | FAbetaB cleavage, fluorescence polarization;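 active = percent inhibition above the average of all tested compounds plus 3 SD, set per screening campaign, cut at about 16% in these data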;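 note: IDE supplied by intact live HEK cells; FP after avidin binding of uncleaved biotin substrate so inhibition keeps polarization high; 0% = DMSO wells and 100% = 60 µM reference IDE inhibitor Ii1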
MEKK2wt PB1 HTS = raises or lowers MEK5 binding to wildtype human MEKK2 PB1 domain; Q9Y2U5; bead flow cytometry, Alexa488-MEK5 binding to MEKK2 WT; actives lie on both sides; binding response (% of control), % at 10 µM; 290,000 compounds, 1.1% hits; in the data active = binding response below about 67% or above about 130%
IDE act = IDE (human) activation, cell-based. P14735. HEK cells, FAbeta-B cleavage, fluorescence polarization; 0% vehicle, 100% cell-free pure enzyme wells. activation, % at 5.96 µM. 340,000 compounds, 0.073% hits;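 active = activation above the mean of all tested compounds plus 3 SD, set per screening campaign, cut at about 17% in these data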
MEKK2mut PB1 HTS = signal of MEK5 binding to mutant human MEKK2 PB1 domain; bead flow cytometry, Alexa488-MEK5 binding to MEKK2 mutant; percent response, % at 10 µM; 290,000 compounds, 0.35% hits; in the data active = percent response above about 24%, passing the limit was not always enough; note: inactives centre near 1; some results filed as inactive read as strong as hits; reference of the scale not given here
UBC9 SUMO inh = inhibitors of human SUMOylation (UBC9). HTRF SUMOylation assay, SAE1/SAE2 + UBC9, in vitro. inhibition, % at 35 µM. 290,000 compounds, 0.36% hits. AID 2006; in the data active = inhibition above about 50%, passing the limit was not always enough; note: strong numbers were not always called active
Target sequence (P63279 whole entry, looked up): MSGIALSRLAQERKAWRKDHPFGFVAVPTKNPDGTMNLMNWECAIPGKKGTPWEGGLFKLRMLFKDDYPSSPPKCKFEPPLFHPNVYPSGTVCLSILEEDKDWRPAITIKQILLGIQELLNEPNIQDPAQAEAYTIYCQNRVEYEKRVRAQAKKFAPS
p-CIP stab down = lowers stability of the mouse p/CIP coactivator protein; Q05BA5; F442A p/CIP-EGFP cells, EGFP fluorescence, 16 h; decrease of EGFP signal, % at 10 µM; 290,000 compounds, 0.01% hits; AID 1984;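 active = EGFP signal decrease of at least 30% at 10 µM or well 3 SD below plate mean, unless failing retest; inactive = the rest, including hits failing retest or dose response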; note: some compounds called inactive have numbers as strong as hits; many of its hits are not listed in these tables
M18AAP inhibitor = PfM18AAP enzyme inhibition | inhibition, % at 7.35 µM | recombinant PfM18AAP, H-Glu-NHMec fluorogenic cleavage | 290,000 compounds, 1.2% hits | AID 1822;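 active = inhibition above the campaign mean inhibition over all tested compounds plus 3 SD, cut at about 28% in these data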;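 note: 0% = plate median of test compound wells and 100% = 2 mM ZnCl2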
MEKK3 PB1 HTS = modulators (inhibitors or enhancers) of MEK5 binding to human MEKK3 PB1 domain | bead-based flow cytometry, Alexa488-MEK5 binding to MEKK3; actives lie on both sides; 0 = blocked by unlabeled MEK5, 100 = vehicle | 290,000 compounds, 1.4% hits | AID 1529 | Q99759 | binding response (% of control), % at 10 µM;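 active = binding response more than 3 SD above or below the average of its plate-row segment, actives on both sides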;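 note: Alexa488 bead fluorescence after subtracting the streptavidin-only scavenger bead signal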
Target sequence (Q99759 whole entry, looked up, the tested form may be a part): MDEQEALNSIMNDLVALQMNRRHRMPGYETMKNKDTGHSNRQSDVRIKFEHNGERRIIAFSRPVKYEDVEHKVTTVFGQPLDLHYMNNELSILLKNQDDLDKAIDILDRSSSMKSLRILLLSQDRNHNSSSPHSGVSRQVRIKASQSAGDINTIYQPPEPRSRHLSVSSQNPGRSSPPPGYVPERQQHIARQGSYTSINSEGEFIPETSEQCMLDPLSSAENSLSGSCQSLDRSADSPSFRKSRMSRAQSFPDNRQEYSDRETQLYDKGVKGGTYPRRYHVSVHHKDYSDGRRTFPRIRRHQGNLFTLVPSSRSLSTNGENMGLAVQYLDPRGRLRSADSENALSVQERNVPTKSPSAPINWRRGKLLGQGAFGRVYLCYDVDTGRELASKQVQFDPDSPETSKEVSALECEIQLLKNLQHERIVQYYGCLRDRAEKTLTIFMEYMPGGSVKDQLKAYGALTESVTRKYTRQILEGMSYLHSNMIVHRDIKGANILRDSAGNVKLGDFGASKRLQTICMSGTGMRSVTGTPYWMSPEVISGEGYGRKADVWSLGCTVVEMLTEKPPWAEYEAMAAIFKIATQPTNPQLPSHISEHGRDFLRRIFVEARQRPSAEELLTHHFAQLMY
NALP1 yeast inh = NALP1 inhibition; S. cerevisiae NALP1/ASC/caspase-1 growth, X-gal OD620, 72 h; inhibition, % at 10 µM; AID 2071; 280,000 compounds, 0.61% hits; in the data active = inhibition mostly above about 24%, no sharp cut-off; inactive = mostly below about 32%; note: some compounds called inactive have numbers as strong as hits
Numbers without * were called inactive; nt = no result given. Some of the compounds tested, so the mix of outcomes need not match the whole.

SMILES	IDE cell inh	MEKK2wt PB1 HTS	IDE act	MEKK2mut PB1 HTS	UBC9 SUMO inh	p-CIP stab down	M18AAP inhibitor	MEKK3 PB1 HTS	NALP1 yeast inh
COc1ccc2cc3cc(C(=O)N4CCN(c5ccccc5)CC4)oc3nc2c1	0	103	1	-5	14	0	16	100	3
COc1ccc(C(=O)NNC(=O)C2CCCN(C3CC(=O)N(c4ccccc4)C3=O)C2)cc1 (stereo not given)	1	106	-2	5	11	2	6	104	nt
COc1ccccc1NC(=O)Nc1ncccc1C	10	nt	7	nt	30	-3	0	nt	26
Cc1cccc(Sc2ccc([N+](=O)[O-])cn2)c1	5	106	-2	-1	20	-2	2	102	15
COc1ccc(CNC(=O)[C@@H]2CC=C[C@@H]3CCN(Cc4ccc(Cl)c(Cl)c4)C(=O)[C@@H]32)cc1	-3	94	-2	-4	nt	nt	nt	99	nt
O=S(=O)(c1ccccc1)N(CC(O)CN1CCOCC1)c1ccccc1 (stereo not given)	0	110	0	3	6	10	-5	101	9
CCOc1ccc2nc(N(Cc3ccccc3)C(=O)CCNC(C)=O)sc2c1	nt	99	5	-1	0	-1	1	103	0
CCCC1CC(C(=O)NC(C(C)Cl)C2OC(SC)C(O)C(O)C2O)N(C)C1 (stereo not given)	5	109	8	5	-7	-7	4	102	17
O=C(Nc1ccc(Cl)cn1)Nc1ccc(Cl)cn1	3	103	3	2	-1	-30	-1	109	30*
O=C(COc1ccccc1-c1ccccc1)NCc1ccco1	1	98	nt	-2	27	-26	4	101	0
COc1ccc(OC)c(N=C(N)N=C(N)N)c1	-2	103	4	0	-7	-16	-4	99	-2
COc1ccc(S(=O)(=O)N(C)CC(=O)Nc2cccc(C(C)=O)c2)cc1C	0	98	0	1	18	-9	8	101	2
Cc1nnc2n(-c3ccccc3)c(=O)c3c4c(sc3n12)COC(C)(C)C4	4	105	0	8	26	0	2	102	2
CC(=O)Nc1ccc(NC(=O)c2oc3cc(C)c(C)cc3c2C)cc1	-1	108	9	6	11	-2	-2	106	nt
CCc1ccc(N(C(=O)c2csnn2)C(C(=O)NC(C)(C)CC)c2ccccn2)cc1 (stereo not given)	-11	96	3	-2	7	-2	4	94	3
CCOC(=O)c1c(-c2cccc(C)c2)csc1NC(=O)c1c(-c2ccccc2)noc1C	-3	84	4	-17	12	-14	-3	86	25
N/C(=N\OC(=O)c1ccc(=O)n(Cc2ccc(Cl)cc2)c1)c1ccccn1	-1	92	-2	-6	6	8	-2	99	-10
CCOC(=O)C(C)Sc1nc(-c2ccccc2)nc2ccccc12 (stereo not given)	0	93	0	-3	8	-28	3	91	8
O=C(CCCCCn1c(SCC(=O)c2ccccc2)nc2ccccc2c1=O)NCc1ccco1	3	101	-1	0	21	-5	-15	101	2
CCn1c2ccc(OC)cc2c2nc3ccccc3nc21	1	92	nt	-3	-15	5	7	95	9
N#CC(C(=O)Nc1ccccc1)=C1CCCCC1	-4	105	0	4	-10	8	2	103	3
COc1cccc(C2CC(c3ccc(Cl)cc3Cl)Nc3nc(N)nn32)c1 (stereo not given)	2	103	4	5	13	-8	-18	103	-17
COCCCn1c(SCC(=O)Nc2ccccc2F)nnc1-c1ccoc1C	5	102	3	-3	-6	-1	-3	101	6
CC(=O)OCC(=O)[C@@]12OC(C)(C)O[C@@H]1C[C@H]1[C@@H]3C[C@H](F)C4=CC(=O)C=C[C@]4(C)[C@@]3(F)[C@@H](O)C[C@@]12C	0	100	nt	1	-35	-2	-3	87	13
O=[N+]([O-])c1ccc(Sc2cccc3cccnc23)c([N+](=O)[O-])c1	1	97	2	1	-34	-7	8	93	11

Brought forward from above: 6 entries, followed by the next part.
SMILES	IDE cell inh	MEKK2wt PB1 HTS	IDE act	MEKK2mut PB1 HTS	UBC9 SUMO inh	p-CIP stab down	M18AAP inhibitor	MEKK3 PB1 HTS	NALP1 yeast inh
CCn1c2ccc(OC)cc2c2nc3ccccc3nc21	1	92	nt	-3	-15	5	7	95	9
N#CC(C(=O)Nc1ccccc1)=C1CCCCC1	-4	105	0	4	-10	8	2	103	3
COc1cccc(C2CC(c3ccc(Cl)cc3Cl)Nc3nc(N)nn32)c1 (stereo not given)	2	103	4	5	13	-8	-18	103	-17
COCCCn1c(SCC(=O)Nc2ccccc2F)nnc1-c1ccoc1C	5	102	3	-3	-6	-1	-3	101	6
CC(=O)OCC(=O)[C@@]12OC(C)(C)O[C@@H]1C[C@H]1[C@@H]3C[C@H](F)C4=CC(=O)C=C[C@]4(C)[C@@]3(F)[C@@H](O)C[C@@]12C	0	100	nt	1	-35	-2	-3	87	13
O=[N+]([O-])c1ccc(Sc2cccc3cccnc23)c([N+](=O)[O-])c1	1	97	2	1	-34	-7	8	93	11
CN1CCN(C(=O)C2=C[C@@H](C3CCCCC3)C[C@@H](OCc3ccc(CO)cc3)O2)CC1	-4	93	3	4	7	-2	-7	94	24*
CCCCCC(=O)NC(=S)Nc1ccc(Cl)cn1	-1	104	1	0	-14	4	-4	103	24
CCOC(=O)C(C(=O)NCc1cccc(OC)c1)c1ncc(C(F)(F)F)cc1Cl (stereo not given)	-5	103	1	1	21	5	-1	102	-8
COc1ccc(CCNC(=O)/C=C/c2ccc(OC)c(S(=O)(=O)N3CCOCC3)c2)cc1	6	113	0	11	18	-5	-6	102	nt
N#Cc1c(N)nc2c(c1N)CC(COc1ccccc1)O2 (stereo not given)	-2	106	-1	11	-4	-3	2	106	12
O=C(CN1C(=O)COc2ccc(S(=O)(=O)N3CCCC3)cc21)NCc1ccccn1	1	103	19*	6	18	-6	-11	99	nt
CC(c1ccco1)N(C(=O)c1ccccc1NS(=O)(=O)c1cccc([N+](=O)[O-])c1)c1ccccn1 (stereo not given)	-11	93	-4	-3	6	-16	7	91	22
CCOC(=O)C1C(c2ccccc2)C(C(=O)OCC)C1c1ccccc1 (stereo not given)	-2	93	5	2	-2	-6	0	94	9
O=C(N/N=C\c1ccc(OCC(=O)N2CCCC2)cc1)C(=O)Nc1ccccc1F	0	91	4	-3	8	-7	3	90	30
CC(C)Sc1nnc([C@H](Cc2c[nH]c3ccccc23)NC(=O)OC(C)(C)C)o1	-2	98	2	-1	-5	-15	-4	102	9
Cn1c(CO)cnc1SCc1ccc([N+](=O)[O-])cc1	-6	112	3	-2	29	-15	9	115	12
Cc1nc(NC(=O)/C=C/c2ccccc2)sc1C(=O)N1CCCCC1	2	98	2	-1	24	-10	-10	100	2
Cc1ccc(C(C(=O)NC2CCCCC2)N(CC2CCCO2)C(=O)CCCC(=O)Nc2ccccn2)cc1 (stereo not given)	0	95	1	0	-1	0	5	97	8
Cc1cc(NC(=O)CSc2nnc(-c3c[nH]c4ccccc34)n2-c2ccc(F)cc2)no1	1	101	-6	15	15	-16	2	111	12
Cc1ccc(-n2nc3c(c2NC(=O)C2CC2)CS(=O)(=O)C3)cc1	-7	96	-1	-5	12	-16	-6	94	6
COc1ccc(Cc2nnc(NC(=O)c3cccs3)s2)cc1	4	108	-6	7	6	-11	-7	109	3
O=C(NC1CCCCC1)C(c1ccncc1)N(C(=O)c1csnn1)c1ccc(F)cc1 (stereo not given)	-3	89	4	-5	-12	-6	-1	100	5
COc1ccc(NC2CC(=O)N(C)C2=O)cc1 (stereo not given)	9	96	2	0	-10	6	9	97	22
Cc1nc(SCC(=O)c2ccc(F)cc2)c([N+](=O)[O-])[nH]1	-1	104	4	4	24	-5	9	102	7
CCCc1cc(=O)c2c(O)cccc2o1	-1	100	6	-2	-6	-5	-6	102	-11
Cc1cc(C)c2c(=O)cc(C(F)F)oc2c1	5	103	0	4	12	-1	-6	102	-18
CC(=O)NC1(C(F)(F)F)NC(=O)N(c2ccc(F)cc2)C1=O (stereo not given)	-6	105	6	0	2	-2	-1	104	7
CCCN1C2=NCCCN2c2ccccc21	3	104	1	2	-7	-3	-3	103	1
Cn1c(Cn2c(=O)sc3ccccc32)nnc1SCC(=O)Nc1ccc(Cl)cc1	-1	103	-4	2	-10	-5	3	98	3
COc1ccccc1NC(=O)CSc1nccn1Cc1ccccc1	6	97	-3	4	5	-9	5	95	4
Further compounds follow:
SMILES	IDE cell inh	MEKK2wt PB1 HTS	IDE act	MEKK2mut PB1 HTS	UBC9 SUMO inh	p-CIP stab down	M18AAP inhibitor	MEKK3 PB1 HTS	NALP1 yeast inh
CCC(CO)NCc1ccc(Br)cc1 (stereo not given)	0	101	0	-2	-11	-4	-3	99	4
O=C(CNC(=O)c1ccccc1C(F)(F)F)N/N=C/c1cccs1	-2	102	4	3	15	-10	0	103	20
Cc1cccc(C(=O)NC2CC3CCCC(C2)N3Cc2ccccc2)c1 (stereo not given)	8	113	5	16	9	2	-4	107	8
CCC(C)NC(=O)CSc1nnc(-c2cc(OC)c(OC)c(OC)c2)c(-c2cc(OC)c(OC)c(OC)c2)n1 (stereo not given)	6	88	-1	-3	6	1	-6	90	17
CSCCC(=O)N1CC[C@@H](N2CCN(c3ccccc3F)CC2)[C@H](O)C1	-5	109	2	11	8	4	3	110	4
CC1=NN(c2ccc(Cl)cc2)C(=O)C1C(c1cccc(O)c1)c1c(C)[nH]n(-c2ccc(Cl)cc2)c1=O (stereo not given)	5	108	6	0	nt	7	10	115	12
CN(C1CCCCC1)S(=O)(=O)c1cccc(C#N)c1	1	105	10	7	2	-4	5	103	-9
CC1(C(=O)NC2CCCCCCC2)CC1(Cl)Cl (stereo not given)	5	103	5	3	21	-9	2	99	4
Cc1ccc(SC2=C(C(=O)O)CCCC2)cc1	2	100	6	-4	6	6	-1	102	28
NC(=O)C1CCN(C(=O)CCSc2ccccc2)CC1	3	96	7	7	6	-11	-3	96	7
Cc1ccc(-c2cc(-c3ccccc3)nc(N/N=C/c3cccnc3)n2)cc1	0	112	5	4	nt	nt	-11	103	nt
Cc1ccccc1N1CCN(S(=O)(=O)Cc2ccccc2)CC1	1	103	-1	4	0	-9	3	105	14
CC1CCCC(C)N1CCCNC(=O)c1cc2c(s1)-c1ccccc1OC2 (stereo not given)	-1	133	-1	9	33	-3	3	102	14
CCOC(=O)CNC(=O)c1cn(C)c(=O)c2cc(OC)c(OC)cc12	3	98	-9	-4	10	-21	-11	93	28
CC(=O)c1cccc(NS(C)(=O)=O)c1	8	106	4	-1	24	-8	3	105	16
Cc1ccc(S(=O)(=O)NCCC(=O)NC2CC2)cc1	4	106	6	-3	nt	-2	2	98	20
Nn1c(SCC(=O)Nc2ccc(F)cc2)nnc1-c1cccnc1	-1	99	2	-2	-12	2	7	100	38
CCN1CCC2(CCN(Cc3cn[nH]c3-c3ccc(OC)c(F)c3)C2)C1 (stereo not given)	-7	121	-2	10	2	-3	-1	97	14
O=C1Nc2ccccc2C(=O)N2[C@H](c3ccc(F)cc3)[C@@H]3C(=O)N(Cc4ccccc4)C(=O)[C@@H]3[C@H]12	-3	97	1	0	2	1	-1	102	14
Cc1nc(NC(=O)c2ccccc2)sc1C1(C)CC(c2c(Cl)cccc2Cl)=NO1 (stereo not given)	nt	96	8	-5	2	-12	nt	85	nt
Cc1cc(C(=O)Nc2ccc(N3CCOCC3)c3nonc23)ccc1[N+](=O)[O-]	-3	102	5	-3	0	-2	0	100	9
CCNC(=O)COc1ccc(F)cc1C(=O)c1cnn(-c2ccccc2)c1	-6	94	2	-8	-4	-14	0	95	26
CC(C)c1cc(C(=O)N2CCCC(Nc3ccc(F)cc3)C2)n[nH]1 (stereo not given)	0	104	6	2	18	-1	-6	97	15
CN(C)C(=O)CCC(=O)N1CCCCC1C(=O)Nc1ccc(Oc2ccccc2F)cc1 (stereo not given)	7	102	-2	12	1	-6	1	105	-4
CNC(=O)C(=O)Nc1nc(C23CC4CC(CC(C4)C2)C3)cs1	1	99	1	-8	16	-8	-4	102	-1
CCc1ccc(-c2csc(NC(=O)c3cccnc3)n2)cc1	3	103	-5	1	-12	-4	-6	100	34
